# M1 PAM: positive allosteric modulators of human M1 muscarinic receptor; CHO-K1 hM1, Fluo-8 calcium fluorescence, ACh EC20; 0% = ACh EC20, 100% = maximal ACh; activation, % at 3 µM; 360,000 tested, 0.088% active; AID 588819; in the data active = activation above about 19%, passing the limit was not always enough
# CRFBP-R2 block: CRF-BP/CRF-R2 complex antagonism | inhibition, % at 11.8 µM | HEK293 CRF-R2/CRF-BP, CRF-induced calcium fluorescence | 350,000 tested, 0.59% active;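 active = inhibition of the ligand-induced calcium signal above about 50% at the single tested concentration, limit read from the data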
# CRFBP-R2 agonist: agonists of human CRF-binding protein/CRF-R2 receptor complex. 350,000 tested, 0.46% active. AID 588473. HEK293 CRF-R2/CRF-BP, calcium dye fluorescence (FLIPR); percent of saturating CRF peptide response. activation, % at 13.2 µM;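 active = activation of at least 50%, plus an integration ratio under a set limit after plate pattern correction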;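 note: plate controls were neutral control wells without compound for no effect and CRF at EC100 for full effect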
# M5 antag: CHRM5 antagonism in calcium assay. 360,000 tested, 0.59% active. P08912. CHO-hM5 cells, Fluo-8 calcium fluorescence, ACh EC80. inhibition, % at 3 µM;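 active = inhibition above a per-plate cutoff, the mean of that plate's test compounds plus 3 SD, cut at about 27% in these data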;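 note: 0% = acetylcholine EC80 with DMSO and 100% = DMSO without agonist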
# Target sequence (P08912 whole entry, looked up): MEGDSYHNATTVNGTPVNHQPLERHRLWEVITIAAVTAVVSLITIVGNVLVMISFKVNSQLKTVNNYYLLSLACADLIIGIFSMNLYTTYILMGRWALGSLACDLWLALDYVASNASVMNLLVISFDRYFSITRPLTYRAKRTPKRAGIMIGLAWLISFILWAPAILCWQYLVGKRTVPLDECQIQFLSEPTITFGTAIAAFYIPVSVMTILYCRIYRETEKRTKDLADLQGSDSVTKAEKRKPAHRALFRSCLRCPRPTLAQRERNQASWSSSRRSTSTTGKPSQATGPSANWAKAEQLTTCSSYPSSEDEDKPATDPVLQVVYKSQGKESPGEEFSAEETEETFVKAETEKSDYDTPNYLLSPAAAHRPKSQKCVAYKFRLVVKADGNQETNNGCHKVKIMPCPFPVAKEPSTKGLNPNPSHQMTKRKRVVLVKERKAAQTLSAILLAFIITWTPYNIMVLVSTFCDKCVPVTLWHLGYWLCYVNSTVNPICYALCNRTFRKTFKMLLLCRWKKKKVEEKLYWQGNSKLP
# M5 PAM: potentiates acetylcholine response at human M5 receptor; 360,000 tested, 0.3% active; P08912; AID 624038; CHO-K1 hM5, Fluo-8 calcium, ACh EC20 PAM; 0% = ACh EC20, 100% = ACh EC100; activation, % at 3 µM;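 active = activation above the run cutoff, the mean activation of all test compounds plus 3 SD, cut at about 18% in these data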
#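 Assay system: CHO-K1 hM5 cells. Also added: acetylcholine at EC20 concentration, added after compound. Dosing: 3 µM, single dose. Times: compound preincubation 140 s before EC20 acetylcholine addition. Signal: Fluo-8 calcium fluorescence. Measure: % activation relative to EC20 and EC100 ACh responses. Repeats: singlicate, one well per test compound.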
# CHRM4 PAM: potentiates acetylcholine response at human M4 receptor; CHO-K1 hM4/Gqi5, Fluo-8 calcium fluorescence, ACh EC20; 0% = ACh EC20, 100% = maximal ACh; 360,000 tested, 0.4% active; activation, % at 3 µM; P08173; AID 624126;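 active = activation above its plate's cutoff, the mean activation of sample wells plus 3 SD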; note: some results filed as inactive read as strong as hits
# Target sequence (P08173 whole entry, looked up): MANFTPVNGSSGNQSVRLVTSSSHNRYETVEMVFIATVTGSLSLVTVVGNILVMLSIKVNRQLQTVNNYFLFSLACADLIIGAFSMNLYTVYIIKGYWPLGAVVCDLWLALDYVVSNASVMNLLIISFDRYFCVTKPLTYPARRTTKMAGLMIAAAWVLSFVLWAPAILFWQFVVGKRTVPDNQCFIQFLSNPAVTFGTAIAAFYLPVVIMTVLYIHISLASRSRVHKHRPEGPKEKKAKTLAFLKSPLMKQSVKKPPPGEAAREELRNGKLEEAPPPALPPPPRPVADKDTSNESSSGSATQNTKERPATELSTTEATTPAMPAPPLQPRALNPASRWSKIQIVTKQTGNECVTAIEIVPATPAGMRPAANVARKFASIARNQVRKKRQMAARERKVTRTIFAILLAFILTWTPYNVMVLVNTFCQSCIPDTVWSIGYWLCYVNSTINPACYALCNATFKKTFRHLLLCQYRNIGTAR
# M5 ag: agonists of human muscarinic M5 receptor (CHRM5). CHO-K1 hM5 cells, Fluo-8 calcium fluorescence; 0% DMSO wells, 100% maximal acetylcholine response. activation, % at 3 µM. 360,000 tested, 0.19% active;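 active = activation above the run's mean over test compounds plus 3 SD, cut at about 23% in these data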;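 note: signal is peak over basal fluorescence ratio across the kinetic read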
# CHRM4 agonist: CHRM4 agonism in calcium assay; P08173; CHO-K1 hM4/Gqi5, Fluo-8 calcium fluorescence; vehicle 0%, full acetylcholine response 100%; activation, % at 3 µM; 360,000 tested, 0.14% active;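 active = activation above the run mean over all test wells plus 3 SD, cut at about 32% in these data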;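 note: peak over basal fluorescence ratio per well then scaled between controls; 0% = DMSO wells and 100% = acetylcholine at EC100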
# M4 antag: blocks acetylcholine activation of human M4 receptor. AID 624125. 360,000 tested, 0.73% active. inhibition, % at 3 µM. CHO-hM4 cells, ACh EC80, Fluo-8 calcium fluorescence;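 active = inhibition above its plate's cutoff, the mean inhibition of sample wells plus 3 SD, cut at about 27% in these data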;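 note: 0% = acetylcholine EC80 with DMSO and 100% = DMSO without agonist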
# Active calls of the source: *; nt = no result given.
nr	M1 PAM	CRFBP-R2 block	CRFBP-R2 agonist	M5 antag	M5 PAM	CHRM4 PAM	M5 ag	CHRM4 agonist	M4 antag	SMILES
1	6	-8	2.9	1	-4	7	1	2	-1	O=C(NC(Cc1c[nH]c2ccccc12)c1nnc2n1CCCCC2)c1ccccc1Cl (configuration not stated)
2	10	-3	1.2	6	2	22*	2	-1	-16	COc1ccc(OC)c(/C=N/NC(=O)C(=O)N2CCCC2)c1
3	9	-10	2.4	13	-3	-4	-2	1	3	Cc1ccccc1N1CC(C(=O)Nc2ccc(S(=O)(=O)N3CCOCC3)cc2)CC1=O (configuration not stated)
4	1	-9	0.5	14	9	1	-1	0	3	Cc1ccc(CN(C)C(=O)c2cccc(S(=O)(=O)N3CCCC3)c2)o1
5	4	12	-4.6	5	3	1	-1	2	-6	CN(c1ccc(O)cc1)c1nc(-c2cccs2)cs1
6	4	0	-1.1	4	4	5	-5	0	-5	COc1cc2c(cc1NC(=O)CSc1nnc(Cc3cccs3)n1C)oc1ccccc12
7	14	-12	0.3	0	1	-3	3	1	0	C[C@H](NC(=O)C1CCN(S(=O)(=O)c2ccccc2)CC1)C(=O)NC1CC1
8	5	17	-0.3	5	3	-1	0	2	-7	Cc1csc(NC(=O)c2ccc(Cl)cc2[N+](=O)[O-])n1
9	7	-7	-0.3	5	2	-1	6	1	0	COc1cc(/C=C/C(=O)OCC(=O)N2CCCCCC2)ccc1OCC#N
10	-13	3	-1.6	26	-14	-15	0	10	21	Cc1ccc(S(=O)(=O)Nc2ccc3ncccc3c2)cc1

# Entries of single compounds, looked up by structure. Values in the order: M1 PAM, CRFBP-R2 block, CRFBP-R2 agonist, M5 antag, M5 PAM, CHRM4 PAM, M5 ag, CHRM4 agonist, M4 antag
# O=C(NC(Cc1c[nH]c2ccccc12)c1nnc2n1CCCCC2)c1ccccc1Cl (configuration not stated) as listed: 6, -8, 2.9, 1, -4, 7, 1, 2, -1
# COc1ccc(OC)c(/C=N/NC(=O)C(=O)N2CCCC2)c1 as listed: 10, -3, 1.2, 6, 2, 22*, 2, -1, -16
# Cc1csc(NC(=O)c2ccc(Cl)cc2[N+](=O)[O-])n1 as listed: 5, 17, -0.3, 5, 3, -1, 0, 2, -7
# Cc1ccc(S(=O)(=O)Nc2ccc3ncccc3c2)cc1 as listed: -13, 3, -1.6, 26, -14, -15, 0, 10, 21
# Cc1ccccc1N1CC(C(=O)Nc2ccc(S(=O)(=O)N3CCOCC3)cc2)CC1=O (configuration not stated) as listed: 9, -10, 2.4, 13, -3, -4, -2, 1, 3

# The list goes on:
nr	M1 PAM	CRFBP-R2 block	CRFBP-R2 agonist	M5 antag	M5 PAM	CHRM4 PAM	M5 ag	CHRM4 agonist	M4 antag	SMILES
11	-6	-41	-0.6	5	-6	-2	16	5	5	CC(C)c1c(C(=O)N/N=C/c2cccs2)nnn1-c1nonc1N
12	-30	-35	75*	76*	-35	-19	64*	105*	86*	Cc1cc(C)nc(/N=C(\N)Nc2ccc(OCCC(C)C)cc2)n1
13	-14	-62	0.7	25	-17	-8	10	13	9	CC(OC(=O)CCc1nc2ccccc2c(=O)[nH]1)C(=O)c1ccc(C(C)(C)C)cc1 (configuration not stated)
14	10	-5	0.8	-2	7	11	2	0	-1	CC(C)CC1(C)NC(=O)N(CC(=O)N2C(C)CCCC2C)C1=O (configuration not stated)
15	0	5	-0.6	5	6	-4	3	0	8	OCCN1CCN(C(=S)Nc2ccccc2)CC1
16	6	-34	35	14	-7	-5	-2	1	4	CCc1ccccc1N1C(=O)[C@@H]2Cc3ccccc3CN2C1=O
17	7	-1	-1.7	2	-3	9	-5	-2	2	CCc1ccc(/C(C)=N/Nc2cc(Cl)nc(C)n2)cc1
18	0	16	-0.4	8	-6	-7	1	10	-4	CCc1nc(SCc2ccc(Br)cc2)n[nH]1
19	5	-14	2.1	6	0	2	5	1	-3	COc1cccc(C(=Cc2ccc([N+](=O)[O-])cc2)C(=O)O)c1
20	2	-34	-1.4	-1	-6	-3	0	8	-1	Cc1ccc(NC(=O)c2ccc3c(c2)C(=O)N(CC2CCCO2)C3=O)cc1C (configuration not stated)
21	1	-9	2.9	8	-4	-1	-4	2	-11	COCCn1c(C)cc(/C=C2/SC(=O)N(C(C)C(=O)OC)C2=O)c1C (configuration not stated)
22	10	9	-0.4	2	5	4	3	0	-2	O=C(Nc1ccc2nc3n(c(=O)c2c1)CCCC3)c1ccccc1F
23	5	-7	-0.3	4	1	-4	-1	1	-2	O=C(CSc1ccccc1)NC1=NCCS1
24	9	-16	-3.1	1	-4	-8	-5	0	-3	COc1ccccc1NC(=O)c1ccc2[nH]c(C)c(C)c2c1
25	7	0	-1.9	6	4	-14	0	2	-3	Cc1ccc(Cc2c(C)[nH]c(=S)[nH]c2=O)cc1
26	7	-17	0.2	-5	-1	-3	-1	1	-7	CCCOc1ccc(N2C(=O)CC(N(Cc3ccccc3)N=O)C2=O)cc1 (configuration not stated)
27	1	-2	-1.4	-4	-5	1	-2	2	8	CCOn1c(=O)c(=O)n(OCc2ccccc2)c2ccccc21
28	3	-2	1.5	1	-5	5	1	-1	-8	CCOC(=O)N1CCN(C(=O)CSc2nnc(-c3cccs3)o2)CC1
29	3	4	-1.4	16	-9	4	-1	1	5	O=C(C1CCC1)N1CCN(S(=O)(=O)c2ccc([N+](=O)[O-])cc2)CC1
30	2	10	-2.5	8	-5	4	-4	0	-4	Cc1nnsc1S(=O)(=O)Cc1ccccc1Cl
31	6	1	0.9	3	0	-2	0	1	3	COc1ccc2c(C)nc(Nc3nc(C)cc(C)n3)nc2c1
32	9	10	-1.4	0	6	4	-2	1	-9	CC(Sc1nnc2n1CCCCC2)C(=O)Nc1ccc(S(N)(=O)=O)cc1 (configuration not stated)
33	14	-3	-1.3	-15	2	-1	8	-1	1	CCC(Cc1ccccc1)NC(=O)C1CCCCC1 (configuration not stated)
34	7	-6	1.1	13	-4	1	-1	1	3	COC(=O)c1cccc(C23CC4(C2)[C@H](CN(Cc2ccc(-c5ccccc5)cc2)[C@@H]4c2ccccc2)C3c2ccccc2)c1 (some centres not stated)
35	9	6	1.9	7	3	0	-1	0	7	COc1ccc(N(C)C(=O)CC2(CC(=O)O)CCCCC2)cc1
36	4	8	-0.9	7	-3	9	2	1	-9	NNC(=O)Nc1cccc(C(F)(F)F)c1
37	-6	5	1.0	29*	-19	-17	-2	12	30*	Clc1ccc(-c2nnc(CSc3nnc(-c4cccs4)n3Cc3ccccc3)o2)cc1
38	-3	-22	-0.7	3	5	4	-1	1	-7	CCOC(=O)c1c(NC(=O)CSc2nc3ccc(C)cc3[nH]2)sc2c1CC(C)(C)NC2(C)C
39	0	-10	-1.1	11	-2	-10	-1	0	8	CC(CCc1ccccc1)NC(=O)CSc1ccccn1 (configuration not stated)
40	2	-11	10	9	-4	6	-2	0	6	CCn1cc(C(=O)O)c(=O)c2cc(F)c(N3CCN(C(=O)Nc4ccccc4)CC3)cc21
41	5	-20	-0.1	5	1	2	-4	1	3	O=C(N/N=C/c1c(F)cccc1Cl)C1CC1
42	5	5	-0.6	-2	0	0	0	1	-5	CC(=O)N1C(C(=O)O)CSC1c1ccc(C)cc1 (configuration not stated)
43	4	-2	0.3	-1	4	0	0	1	3	Cc1cccc(C)c1NC(=O)c1ccc(-n2cncn2)nc1
44	-4	-4	-0.2	5	-9	2	-9	0	1	CCOC(=O)CSC1=Nc2ccccc2C2=NC(CC(=O)NCc3ccc4c(c3)OCO4)C(=O)N12 (configuration not stated)
45	3	nt	nt	2	-2	-1	-1	1	-2	Cc1cc(F)ccc1-c1cc(C(=O)NC(C)C)[nH]n1
46	9	1	-0.2	-12	0	7	1	1	-5	COc1ccc(CN2CCNC(=O)C2CC(=O)NCc2cn3ccc(C)cc3n2)c(OC)c1 (configuration not stated)
47	-2	22	-0.1	10	-4	-4	-3	1	0	O=C(O)c1cc(S(=O)(=O)N(Cc2ccccc2)c2ccccc2)ccc1Cl
48	-4	11	1.2	-5	-2	1	-6	-1	-8	Brc1ccc(Cn2c(-c3ccc(Br)o3)nc3ccccc32)o1
49	12	1	-0.6	12	-4	18	0	1	-15	CN(C(=O)COC(=O)CN1C(=O)C2CC=CCC2C1=O)c1ccccc1 (configuration not stated)
50	9	-14	-3.4	3	0	3	-4	3	0	COc1cc2ccccc2cc1C(=O)NCC(c1cccs1)N(C)C (configuration not stated)

# Brought forward from above: three compounds, then new ones.
nr	M1 PAM	CRFBP-R2 block	CRFBP-R2 agonist	M5 antag	M5 PAM	CHRM4 PAM	M5 ag	CHRM4 agonist	M4 antag	SMILES
48	-4	11	1.2	-5	-2	1	-6	-1	-8	Brc1ccc(Cn2c(-c3ccc(Br)o3)nc3ccccc32)o1
49	12	1	-0.6	12	-4	18	0	1	-15	CN(C(=O)COC(=O)CN1C(=O)C2CC=CCC2C1=O)c1ccccc1 (configuration not stated)
50	9	-14	-3.4	3	0	3	-4	3	0	COc1cc2ccccc2cc1C(=O)NCC(c1cccs1)N(C)C (configuration not stated)
51	0	19	-1.5	3	-2	-5	1	5	-8	CC1(C)CC(=O)C=C(c2ccccc2-c2ccc(S(C)(=O)=O)cc2)C1=O
52	6	7	-1.1	9	3	-1	-3	1	1	Cc1cc(OCC(=O)N(C(C)C)C(C)C)ccc1Cl
53	3	0	-2.5	5	-5	-3	3	3	6	CC(=O)Nc1ccc(NC(=O)COc2cc(O)c3c(c2)OC(C)(C)CC3=O)cc1
54	9	0	-1.0	8	2	3	0	1	1	Cc1ccc(NC(=O)c2nc[nH]c2C(=O)NCCCCCNC(=O)OC(C)(C)C)cc1
55	1	11	-0.8	17	-6	-9	-1	2	9	COc1ccc(CN(C)C(=O)c2ccc(NS(=O)(=O)c3ccc(F)cc3)cc2)c(OC)c1OC
56	-6	11	0.7	11	-16	-6	-1	13	3	C=CCN(c1ccccc1)S(=O)(=O)c1cccc(C(=O)Nc2ccc(N3CCOCC3)cc2)c1

# Among those listed so far, two contain bromine.
nr	M1 PAM	CRFBP-R2 block	CRFBP-R2 agonist	M5 antag	M5 PAM	CHRM4 PAM	M5 ag	CHRM4 agonist	M4 antag	SMILES
18	0	16	-0.4	8	-6	-7	1	10	-4	CCc1nc(SCc2ccc(Br)cc2)n[nH]1
48	-4	11	1.2	-5	-2	1	-6	-1	-8	Brc1ccc(Cn2c(-c3ccc(Br)o3)nc3ccccc32)o1

# Screening data from PubChem BioAssay.

# An unsorted share of the library, and some 2.6% of all compounds hit somewhere here.
